# CXCR6 inh: CXCR6 receptor inhibitors, primary screen, cell-based, beta-arrestin, luminescence, CHO-K1 PathHunter, 1536-well; inhibition, % at 20 µM; C-X-C chemokine receptor type 6 (Homo sapiens), O00574; 360,000 compounds, 0.36% hits; AID 602244, 2012; in the data active = inhibition above about 34%, passing the limit was not always enough;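 note: antagonist mode with CXCL16 agonist at 10 nM final; 0% = 10 nM CXCL16 with DMSO and 100% = unstimulated wells without agonist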
# Target sequence (O00574 whole entry, looked up): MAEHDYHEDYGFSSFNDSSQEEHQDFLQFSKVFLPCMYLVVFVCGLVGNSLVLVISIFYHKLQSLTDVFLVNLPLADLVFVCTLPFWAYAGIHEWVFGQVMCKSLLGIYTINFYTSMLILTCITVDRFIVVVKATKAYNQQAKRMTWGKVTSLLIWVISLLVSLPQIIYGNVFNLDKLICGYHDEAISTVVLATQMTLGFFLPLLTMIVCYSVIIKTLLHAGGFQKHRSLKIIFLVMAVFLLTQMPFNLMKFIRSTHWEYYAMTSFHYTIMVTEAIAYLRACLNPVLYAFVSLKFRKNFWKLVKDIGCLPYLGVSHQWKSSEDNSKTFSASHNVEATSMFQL
# NR3A LBD binder: binders of NR3A ligand-binding domain, primary screen, biophysical, differential scanning fluorimetry, uHTS; AID 1259313, 2017; 340,000 compounds, 2.5% hits; NR3A LBD differential scanning fluorimetry, Tm shift; 0% = protein alone, 100% = glycine-bound protein; Tm shift relative to glycine control, % at 25 µM; Glutamate receptor ionotropic, NMDA 3A (GRIN3A) ligand-binding domain;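 active = melting temperature shift of at least 10% of the positive control shift, at one fixed dose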
# MPTP block: mitochondrial permeability transition pore inhibitors, primary screen, biochemical, isolated mouse mitochondria, absorbance. inhibition, % at 10 µM. 360,000 compounds, 1.4% hits. Ca2+ swelling absorbance, 30 min;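 active = inhibition of 50% or more, scaled per plate between neutral and stimulator controls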;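 note: 0% = DMSO wells given calcium and 100% = 1 mM EGTA wells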
# A3A deaminase: APOBEC3A ssDNA deaminase inhibitors, primary screen, selectivity assay for APOBEC3G inhibitor project, biochemical, FAM/TAMRA oligo cleavage fluorescence | DNA dC->dU-editing enzyme APOBEC-3A (Homo sapiens), P31941 | recombinant A3A, FAM/TAMRA ssDNA deamination fluorescence | inhibition, % at 20 µM | 330,000 compounds, 0.41% hits;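 active = at least 40% inhibition at 20 µM here, with at most 30% in a related deaminase screen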;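 note: plate controls were A3A with DMSO for no effect and wells lacking A3A enzyme for full effect; some results filed as inactive read as strong as hits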
# Target sequence (P31941 whole entry, looked up): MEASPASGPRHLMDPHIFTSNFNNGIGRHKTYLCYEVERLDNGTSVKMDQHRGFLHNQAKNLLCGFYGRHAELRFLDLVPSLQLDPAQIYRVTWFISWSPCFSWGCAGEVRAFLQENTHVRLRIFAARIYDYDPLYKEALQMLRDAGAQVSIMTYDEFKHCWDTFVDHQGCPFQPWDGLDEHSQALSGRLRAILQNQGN
# A3G deaminase: APOBEC3G DNA deaminase inhibitors, primary screen, biochemical, fluorescence, single-stranded DNA substrate, uHTS | 330,000 compounds, 0.28% hits | inhibition, % at 20 µM | DNA dC->dU-editing enzyme APOBEC-3G (Homo sapiens), Q9HC16 | recombinant A3G, ssDNA deamination FAM/TAMRA fluorescence;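 active = inhibition of at least 40% at 20 µM, with no more than 30% in the related APOBEC3A deaminase screen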;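 note: plate controls were DMSO wells with A3G for no effect and wells lacking A3G enzyme for full effect; some compounds called inactive have numbers as strong as hits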
# Target sequence (Q9HC16 whole entry, looked up): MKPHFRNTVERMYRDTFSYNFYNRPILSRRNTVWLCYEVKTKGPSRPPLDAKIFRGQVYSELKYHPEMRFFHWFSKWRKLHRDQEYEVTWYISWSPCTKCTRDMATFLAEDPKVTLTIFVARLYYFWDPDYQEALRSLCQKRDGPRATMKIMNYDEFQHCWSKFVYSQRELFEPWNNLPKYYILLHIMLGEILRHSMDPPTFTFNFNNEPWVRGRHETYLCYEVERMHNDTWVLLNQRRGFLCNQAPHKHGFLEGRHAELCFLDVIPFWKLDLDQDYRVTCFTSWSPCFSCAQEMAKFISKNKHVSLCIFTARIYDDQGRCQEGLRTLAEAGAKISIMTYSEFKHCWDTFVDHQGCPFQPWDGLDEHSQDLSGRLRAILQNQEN
# EBI2 antag: EBI2 receptor antagonists, beta-arrestin recruitment, primary screen, cell-based, luminescence, 7a,25-OHC stimulation, uHTS | G-protein coupled receptor 183 (Homo sapiens), P32249 | 7a,25-OHC stimulated | inhibition, % at 5 µM | 360,000 compounds, 0.81% hits | AID 651636, 2012; in the data active = inhibition above about 38%;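 note: enzyme fragment complementation signal reports receptor beta-arrestin coupling in cells; 0% = agonist plus DMSO wells and 100% = wells without agonist; some results beyond the cut were filed as inactive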
# CCR6 antag: CCR6 receptor antagonists, primary screen, cell-based, CHO-K1, luminescence, beta-arrestin, uHTS | C-C chemokine receptor type 6 (Homo sapiens), P51684 | CHO-K1 CCR6 PathHunter beta-arrestin, CCL20-stimulated | inhibition, % at 20 µM | 340,000 compounds, 0.49% hits | AID 493098, 2011;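 active = compounds whose inhibition of the agonist-driven luminescence signal at 20 µM reaches about 50%, limit read from the data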;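 note: cells stimulated with CCL20 at 14 nM final; plate controls were DMSO with CCL20 for no effect and DMSO without agonist for full effect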
# Gli-Sufu antag: Gli-Sufu pathway antagonists, primary screen, luciferase luminescence, Sufu-KO-LIGHT cells, uHTS | Sufu-KO-LIGHT fibroblasts, Gli luciferase reporter luminescence | inhibition, % at 5 µM | 340,000 compounds, 0.74% hits | AID 588413, 2011;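 active = inhibition above about 55%, limit read from the data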;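 note: 0% = DMSO-treated cells and 100% = wells with medium but no cells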
# Starred values were filed as active, the others as inactive; / = not tested or not shown.
SMILES,CXCR6 inh,NR3A LBD binder,MPTP block,A3A deaminase,A3G deaminase,EBI2 antag,CCR6 antag,Gli-Sufu antag
N#Cc1c(SCC(=O)OCc2ccccc2)nsc1SCC(=O)OCc1ccccc1,9,1,2.7,6,0,5,-3,-2
CCOC(=O)C1CCCN(S(=O)(=O)c2c(C)c(C)cc(C)c2C)C1 (centres undefined),-6,3,-0.2,2,-1,2,21,4
Cc1ccc(NC(=O)C(=O)NCc2ccncc2)cc1,5,0,-0.2,4,-15,1,0,-8
Cn1c(C(=O)N2CCc3ccccc3C2)cc2c(=O)n3ccccc3nc21,9,0,0.6,-1,-3,16,5,1
COc1ccc(C2C(C#N)=C(N)Oc3cc(O)ccc32)cc1OC (centres undefined),8,1,-2.3,-3,-8,6,3,3
CC(=O)Nc1ccc(NCN2C(=O)[C@@H]3[C@H]4CC[C@H](C4)[C@@H]3C2=O)cc1,-11,-4,-1.6,1,-1,-11,-6,6
COc1ccc(N(C)C2=NS(=O)(=O)c3ccccc32)cc1,-2,-4,-2.8,-4,-5,0,6,-5
C(=C\c1ccccc1)/CSc1nnc(-c2ccccn2)n1Cc1ccco1,15,-3,0.9,1,-3,-2,9,5
OCC[C@H]1C[C@H](O)[C@@H](O)[C@]2(OCCc3ccccc32)O1,1,0,0.5,0,-12,-5,1,-5
COCCn1c(SCC(=O)N2CCC(C)CC2)nc2c([nH]c3ccccc32)c1=O,10,-1,-1.9,3,-4,-2,-6,11
CC1(C)Cc2c(c(-c3ccccc3Cl)[nH]c(=O)c2C#N)CO1,8,1,-2.1,-4,-8,5,15,7
CCN(CC(=O)Nc1cc(C)nn1-c1nc(C)cc(C)n1)Cc1ccccc1,5,-1,1.9,2,1,0,17,18
O=C(CCCN1C(=O)/C(=C\c2ccccc2)SC1=S)Nc1ccc(O)cc1,-12,6,-0.2,0,-8,15,13,15
Cn1c(=O)cc(OCCCC(=O)N2CCN(c3ccccc3)CC2)c2ccccc21,11,-1,-0.1,-4,-6,1,34,15
C(=C\c1ccccc1)/CNn1cnnc1,1,-3,0.3,6,-2,-8,11,3
COC(=O)c1ccc(-n2c(C)cc(C(=O)COC(=O)CC3Sc4ccccc4NC3=O)c2C)cc1 (centres undefined),0,-3,0.3,0,-6,3,12,-3
COc1ccccc1NC(=O)Nc1nnc(Cc2ccc(F)cc2)s1,-7,-7,2.7,0,2,4,-18,6
CCC(C(=O)NCCCN1CCN(C)CC1)n1nc(C)c2sc3ccccc3c2c1=O (centres undefined),-8,2,0.9,1,4,-4,24,4
COc1ccc(CNc2oc(C)nc2C#N)cc1,-5,-1,0.9,2,-3,8,7,-1
O=C(NN=C(Cc1ccccc1)Cc1ccccc1)c1ccccc1O,4,-4,2.6,-3,-8,0,22,0

# Among those listed so far, 7 contain four or more nitrogen atoms:
SMILES,CXCR6 inh,NR3A LBD binder,MPTP block,A3A deaminase,A3G deaminase,EBI2 antag,CCR6 antag,Gli-Sufu antag
Cn1c(C(=O)N2CCc3ccccc3C2)cc2c(=O)n3ccccc3nc21,9,0,0.6,-1,-3,16,5,1
C(=C\c1ccccc1)/CSc1nnc(-c2ccccn2)n1Cc1ccco1,15,-3,0.9,1,-3,-2,9,5
COCCn1c(SCC(=O)N2CCC(C)CC2)nc2c([nH]c3ccccc32)c1=O,10,-1,-1.9,3,-4,-2,-6,11
CCN(CC(=O)Nc1cc(C)nn1-c1nc(C)cc(C)n1)Cc1ccccc1,5,-1,1.9,2,1,0,17,18
C(=C\c1ccccc1)/CNn1cnnc1,1,-3,0.3,6,-2,-8,11,3
COc1ccccc1NC(=O)Nc1nnc(Cc2ccc(F)cc2)s1,-7,-7,2.7,0,2,4,-18,6
CCC(C(=O)NCCCN1CCN(C)CC1)n1nc(C)c2sc3ccccc3c2c1=O (centres undefined),-8,2,0.9,1,4,-4,24,4

# Just CCR6 antag, CXCR6 inh and A3G deaminase, for 6 of the compounds above:
SMILES	CCR6 antag	CXCR6 inh	A3G deaminase
OCC[C@H]1C[C@H](O)[C@@H](O)[C@]2(OCCc3ccccc32)O1	1	1	-12
CCN(CC(=O)Nc1cc(C)nn1-c1nc(C)cc(C)n1)Cc1ccccc1	17	5	1
O=C(NN=C(Cc1ccccc1)Cc1ccccc1)c1ccccc1O	22	4	-8
COc1ccccc1NC(=O)Nc1nnc(Cc2ccc(F)cc2)s1	-18	-7	2
CCOC(=O)C1CCCN(S(=O)(=O)c2c(C)c(C)cc(C)c2C)C1 (centres undefined)	21	-6	-1
N#Cc1c(SCC(=O)OCc2ccccc2)nsc1SCC(=O)OCc1ccccc1	-3	9	0

# (continued)
SMILES,CXCR6 inh,NR3A LBD binder,MPTP block,A3A deaminase,A3G deaminase,EBI2 antag,CCR6 antag,Gli-Sufu antag
O=C(NCc1ccc2c(c1)OCO2)c1cccc(S(=O)(=O)N2CCOCC2)c1,-3,-2,1.3,5,-1,-3,-5,-6
Cn1c(N)c(C(=O)COC(=O)Cc2ccc(F)cc2)c(=O)n(C)c1=O,-2,0,-0.2,-1,-8,-3,3,-3
CCN1CCN(CCCNC(=O)C2CCCN(c3nc4c(C)cc(C)cc4s3)C2)CC1 (centres undefined),-2,7,20,-1,-4,-5,20,8
CC(C)=C1C2CCC1C1C(=O)N(c3nc(-c4ccc(F)cc4)c(C)s3)C(=O)C21 (centres undefined),1,3,-0.6,-6,-5,6,6,-6
CC1CCCCN1CCCNC(=O)C1CCCN(c2ncnc3c2nc2n3CCCCC2)C1 (centres undefined),3,-1,0.0,2,-5,1,7,-6
O=C1CSC(c2cccc(F)c2)N1c1ccc(O)cc1 (centres undefined),0,-2,0.7,0,-3,-6,-9,-2
COc1ccc(-n2cc(-c3ccc(Cl)cc3)[nH]c2=S)cc1,-18,2,1.4,-5,-5,91*,-5,-46
CC(OC(=O)CCOc1ccccc1)C(=O)NC1CC1 (centres undefined),4,0,-0.7,0,-7,-7,5,-5
COc1cccc(CNC(=O)CSCC(=O)Nc2ccc(C)cc2)c1,-4,3,-1.0,-2,-10,-3,5,-1
CCCn1c(C)nc2c(c1=O)c1nc3ccccc3nc1n2-c1ccccc1,0,-1,-0.5,/,/,-13,-16,-1
Oc1cccc(/C=N/Nc2cc(N3CCOCC3)nc(N3CCOCC3)n2)c1,-17,-2,0.5,-4,-6,21,-11,22
Cc1nc(NC(=O)c2oc3ccccc3c2C)sc1C(=O)N(C)C,-1,0,-2.2,1,-3,-5,6,-59
Cc1ccc(-c2noc(CSc3nnc(-c4cccs4)n3C)n2)cc1,4,0,3.4,-5,-4,1,0,1
O=C(O)C1C2C=CC(C2)C1C(=O)OCc1ccccc1 (centres undefined),-1,2,-0.8,-1,-2,-5,1,12
O=C(CCc1ccccc1O)NC1CCCc2ccccc21 (centres undefined),0,2,1.3,-6,-14,13,21,-12
CC(C)c1c(C(=O)N/N=C/c2cccc3ccccc23)nnn1-c1nonc1N,1,32*,0.6,4,1,22,1,6
CC(C)=C1C2C=CC1C1C(=O)N(c3ccc4c(c3)OCO4)C(=O)C21 (centres undefined),5,-1,0.6,1,8,-1,4,10
O=C(/C=C/c1ccccc1)OCCCN=C1NS(=O)(=O)c2ccccc21,-21,0,-0.5,-1,-2,-5,9,-9
COCCN(CC1CCCN(C2Cc3ccccc3C2)C1)C(=O)CCC(N)=O (centres undefined),12,-4,2.5,-2,-4,4,27,13
O=C(COC(=O)c1cc(S(=O)(=O)N2CCOCC2)ccc1F)c1ccccc1,-9,0,-0.9,0,-3,-8,-13,-1

# Given as tab-separated lines: entries from further up
canonical_smiles	CXCR6 inh	NR3A LBD binder	MPTP block	A3A deaminase	A3G deaminase	EBI2 antag	CCR6 antag	Gli-Sufu antag
O=C(NN=C(Cc1ccccc1)Cc1ccccc1)c1ccccc1O	4	-4	2.6	-3	-8	0	22	0
Oc1cccc(/C=N/Nc2cc(N3CCOCC3)nc(N3CCOCC3)n2)c1	-17	-2	0.5	-4	-6	21	-11	22

# The list goes on:
SMILES,CXCR6 inh,NR3A LBD binder,MPTP block,A3A deaminase,A3G deaminase,EBI2 antag,CCR6 antag,Gli-Sufu antag
CCCn1c(SCC(=O)N(CC)CC)nnc1-c1ccncc1,0,-3,-1.6,-6,-11,-10,-3,-2
O=C(Nc1cccc([N+](=O)[O-])c1)c1cc(S(=O)(=O)Nc2ccccn2)ccc1Cl,3,-9,-0.4,-3,-6,2,5,2
CC(C)Cc1nnc(NC(=O)CCC(=O)Nc2ccc3cn[nH]c3c2)s1,2,0,2.0,-3,-5,1,-4,-1
C=CCn1c(Cc2csc(N)n2)nnc1SCc1ccc(C(=O)OC)cc1,2,-7,0.1,1,6,2,-1,-6
CCOC(=O)c1ccc(-n2nc(C)cc2C)cc1,-4,1,1.7,6,1,-22,-1,2
Cc1ccc(NC(=O)Cc2nc(CSc3nnc(-c4ccc5c(c4)OCO5)o3)cs2)cc1,-9,-10,15,31,-3,-1,3,-53
CC(C)CC(=O)Nc1ccc(F)c(Cl)c1,4,-1,13,-2,-1,1,-6,-12
CCN(CC)C(=O)Cn1cc(C(=O)C(=O)N2CCN(c3ccccc3)CC2)c2ccccc21,1,0,-1.3,-4,-5,-1,3,-2
O=C(NC(CO)(CO)CO)c1coc(=O)c(Br)c1,-2,2,-2.2,1,-4,-9,19,9
Cc1cccc2cc(CN(Cc3ccco3)C(=O)c3ccco3)c(=O)[nH]c12,-5,-2,1.3,-3,-7,11,4,22
CCSc1nnc(-c2cccnc2)n1-c1ccc(Cl)c(C)c1,5,1,1.9,7,-7,0,14,2
CCN(C(=O)COC(=O)c1cc([N+](=O)[O-])ccc1N1CCOCC1)c1ccccc1,5,-1,-2.1,-1,8,-2,19,6
Cc1nn2cc(-c3ccccc3)nc2[nH]c1=O,4,0,-1.9,2,3,-8,-3,4
CCn1c(NCCCO)nc2c(c1=O)C(C)(CC)Cc1ccccc1-2 (centres undefined),2,1,4.3,-3,-7,15,18,4
C/C(=C(\C#N)C(=O)NCCCN1CCOCC1)N(C)C,6,-1,-2.1,-16,-8,-9,14,9
CNS(=O)(=O)c1cccc(C(=O)OCC(=O)NC2CCCC2)c1,5,1,0.8,0,-7,-12,1,-8
Cc1cc(N2CCCCC2)nc(N)n1,-8,3,1.4,1,-1,-1,8,4
O=C(N/N=C\c1cccnc1)c1cc(-c2ccc(Cl)s2)[nH]n1,2,23*,-1.7,0,-2,0,3,-13
CCCc1nc2c(s1)CCc1onc(-c3cccc([N+](=O)[O-])c3)c1-2,8,-4,0.1,-1,-11,8,11,-3
COc1ccc2nc(SCC(=O)C(C)(C)C)[nH]c2c1,-5,123*,2.4,0,-2,4,9,-40
O=C(c1cc(-c2ccc(Br)cc2)on1)N1CCc2ccccc2C1,-14,-2,0.6,-8,-5,2,-9,14
CCN1CCN(S(=O)(=O)c2ccc(Br)s2)CC1,7,0,-1.8,-4,-6,0,-19,8
Cc1noc(C)c1COc1ccc(C(=O)OCC(=O)Nc2c(C)n(C)n(-c3ccccc3)c2=O)cc1,-3,-1,-0.3,-1,-6,-17,0,-2
CCN(CC)S(=O)(=O)c1ccc(N2CCCC2)c(C(=O)OCC(=O)/C(C#N)=C(\C)N)c1,0,0,1.6,0,-2,-2,-5,-8
CCCNC(=O)COC(=O)c1cc(SC)ccc1Cl,0,0,-0.1,4,0,0,-3,-14

# Screens (PubChem)
